Source: PubChem
TROY NFkB inh = TROY signaling inhibition | Q293 LMP1-TROYcd NF-kB luciferase reporter, 4 h | AID 1347056 | inhibition, % at 10 µM | 0.98% of 360,000 active;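 active = compounds whose plate-normalised and pattern-corrected inhibition of the luciferase reporter signal at the single screening dose is 50% or more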
NR2F2 inh = NR2F2 (human) inhibition, primary screen; P24468; HEK293T NGFI-A luciferase reporter, luminescence; inhibition, % at 8.6 µM; 0.7% of 370,000 active; AID 686940;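 active = inhibition above a per-plate cutoff, mean inhibition of test wells between control levels plus 3 SD, cut at about 38% in these data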;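 note: cells cotransfected with COUP-TFII expression vector driving the NGFI-A reporter; 0% = median of COUP-TF2 test wells and 100% = reporter-only cells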
TWEAK Fn14 block = TWEAK-Fn14 signaling inhibition. inhibition, % at 10 µM. TWEAK-stimulated Fn14 reporter cells, luciferase luminescence, 8 h. 2% of 360,000 active; in the data active = inhibition above about 50%
SRC1 inh = inhibits human SRC1 coactivator | Q15788 | 0.12% of 360,000 active | AID 588354 | inhibition, % at 3.6 µM | HEK293 GAL4-SRC1 luciferase reporter, luminescence;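 active = inhibition above the campaign mean plus 3 SD, with each screening campaign given its own cutoff, cut at about 60% in these data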;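 note: 0% = DMSO treated cells and 100% = gossypol at 36 µM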
CF NFkB inh = cystic fibrosis NF-kB activation inhibition; KKLEB NF-kB-GFP reporter, PAF-induced, GFP fluorescence overnight; inhibition, % at 5 µM; 0.86% of 360,000 active;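 active = at least 50% inhibition at 5 µM, scaled per plate between neutral and stimulator controls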;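 note: PAF is a Pseudomonas aeruginosa culture filtrate used as stimulus; plate controls were PAF-stimulated DMSO wells for no effect and unstimulated DMSO wells for full effect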
EBV LMP1 NFkB = inhibitors of Epstein-Barr LMP1-induced NF-kappaB reporter; LMP1-induced NF-kappaB luciferase reporter cells, luminescence; inhibition, % at 12.5 µM; 0.69% of 350,000 active; AID 504558; in the data active = inhibition above about 41%;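 note: 0% = neutral control wells and 100% = reference inhibitor control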
KKLEB cytotox = CF airway cell cytotoxicity counter-screen. AID 602141. KKLEB CF airway cells viability, ATPlite luminescence, overnight; stronger effect = lower value; cells stimulated with P. aeruginosa culture filtrate. activity change (cytotoxicity), % at 5 µM. 0.36% of 360,000 active;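 active = corrected activity change at or below -50% at 5 µM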
NR5A2 inv ag = inverse agonists of human LRH-1 (NR5A2). 0.13% of 360,000 active. HEK293T StAR-luciferase reporter, LRH-1 transfected, 24 h. AID 602396. inhibition, % at 3.6 µM;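 active = inhibition above the mean inhibition of all tested compounds plus 3 SD, cut at about 73% in these data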;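 note: 0% = DMSO wells and 100% = reporter-only cells lacking LRH-1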
SRC2 inh = human SRC2 (NCOA2) inhibition; Q15596; inhibition, % at 9 µM; HEK293 GAL4-SRC2 luciferase reporter, luminescence; AID 651957; 0.17% of 370,000 active;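 active = inhibition above the mean inhibition of all tested compounds plus 3 SD, set per campaign, cut at about 52% in these data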;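 note: 0% = DMSO treated cells and 100% = cells given Gossypol at 36 µM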
NCOA3 inh = human NCOA3 inhibition; 0.17% of 360,000 active; Q9Y6Q9; inhibition, % at 3.6 µM; HEK293 GAL4-SRC3 luciferase reporter, luminescence; AID 588352;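 active = inhibition above a per-campaign cutoff, the mean of all compounds plus 3 SD, cut at about 60% in these data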;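 note: 0% = DMSO-treated cells and 100% = gossypol-treated cells at 36 µM; higher means less SRC3-driven luciferase light from the GAL4 reporter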
Target sequence (Q9Y6Q9 whole entry, looked up, the tested form may be a part): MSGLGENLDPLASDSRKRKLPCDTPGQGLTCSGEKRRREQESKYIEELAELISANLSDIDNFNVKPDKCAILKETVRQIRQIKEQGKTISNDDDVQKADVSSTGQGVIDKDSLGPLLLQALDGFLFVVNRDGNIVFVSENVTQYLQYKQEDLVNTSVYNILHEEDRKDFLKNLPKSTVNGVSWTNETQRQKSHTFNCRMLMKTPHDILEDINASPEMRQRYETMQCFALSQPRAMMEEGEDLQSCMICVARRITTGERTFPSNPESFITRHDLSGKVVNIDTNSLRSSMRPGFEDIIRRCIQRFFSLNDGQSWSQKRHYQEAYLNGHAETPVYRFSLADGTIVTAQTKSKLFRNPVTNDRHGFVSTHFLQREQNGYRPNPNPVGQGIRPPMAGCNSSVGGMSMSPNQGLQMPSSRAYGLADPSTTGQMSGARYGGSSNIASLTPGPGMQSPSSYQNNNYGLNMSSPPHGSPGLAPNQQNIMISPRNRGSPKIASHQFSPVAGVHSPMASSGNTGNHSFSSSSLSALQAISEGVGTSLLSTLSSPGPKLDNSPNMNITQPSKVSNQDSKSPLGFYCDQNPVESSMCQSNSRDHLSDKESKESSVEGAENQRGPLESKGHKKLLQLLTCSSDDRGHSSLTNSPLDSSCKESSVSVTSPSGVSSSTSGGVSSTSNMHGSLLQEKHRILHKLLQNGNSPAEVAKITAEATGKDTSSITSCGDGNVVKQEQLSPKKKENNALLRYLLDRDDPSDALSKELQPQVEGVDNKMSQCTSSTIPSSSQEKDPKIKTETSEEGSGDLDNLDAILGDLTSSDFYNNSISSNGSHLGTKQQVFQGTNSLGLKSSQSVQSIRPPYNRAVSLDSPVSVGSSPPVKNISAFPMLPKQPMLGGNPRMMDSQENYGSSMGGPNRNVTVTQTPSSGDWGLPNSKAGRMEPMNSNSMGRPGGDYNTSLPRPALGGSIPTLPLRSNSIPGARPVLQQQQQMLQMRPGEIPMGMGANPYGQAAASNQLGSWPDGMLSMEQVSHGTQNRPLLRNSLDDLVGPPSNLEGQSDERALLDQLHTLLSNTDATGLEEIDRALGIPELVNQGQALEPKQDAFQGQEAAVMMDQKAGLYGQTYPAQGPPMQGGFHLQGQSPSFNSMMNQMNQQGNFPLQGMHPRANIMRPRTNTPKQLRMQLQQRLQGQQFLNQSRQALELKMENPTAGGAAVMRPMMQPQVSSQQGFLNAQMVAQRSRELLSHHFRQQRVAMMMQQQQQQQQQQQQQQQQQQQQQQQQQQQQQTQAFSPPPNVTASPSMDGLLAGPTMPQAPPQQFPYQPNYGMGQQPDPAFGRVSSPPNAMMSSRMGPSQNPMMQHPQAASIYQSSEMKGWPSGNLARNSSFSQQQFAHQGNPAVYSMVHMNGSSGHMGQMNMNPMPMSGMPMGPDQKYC
TRAIL sens C8 = caspase-8 TRAIL sensitization | NB7+C8 cells + TRAIL, ATPlite viability luminescence | inhibition (viability loss, TRAIL sensitization), % at 10 µM | 1% of 360,000 active | AID 624354;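 active = compounds causing at least 50% loss of cell viability in the single-dose screen, relative to plate controls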
* hit, by the source's call; · = not tested or not shown. Compounds as they come, and some 4.2% of all compounds hit somewhere here.

Start of the listing, in advance:
SMILES	TROY NFkB inh	NR2F2 inh	TWEAK Fn14 block	SRC1 inh	CF NFkB inh	EBV LMP1 NFkB	KKLEB cytotox	NR5A2 inv ag	SRC2 inh	NCOA3 inh	TRAIL sens C8
COc1ccc(C2CC(=O)N(C)c3ccccc3S2)cc1OC (stereo not drawn)	-15	-59	-15	-66	-32	1	-15	-20	-68	-18	-1
CCc1ccc(N(CC(=O)NC(C)(C)C)C(=O)CNC(=O)c2cccs2)cc1	-13	3	20	1	16	-2	-9	-5	-12	24	-4
O=C(c1ccco1)N1CCN(S(=O)(=O)c2ccc(Oc3ccccc3)cc2)CC1	-1	9	0	-17	3	-7	6	12	9	-16	8
NC(=O)c1ncn([C@@H]2O[C@H](CNCc3cccc(OC4CCCC4)c3)[C@@H](O)[C@H]2O)n1	4	-14	16	-3	-9	-2	7	-6	10	-19	-5
CCOc1cc(/C=N/NC(=O)CN2CCCCC2)ccc1OCc1cccc(Cl)c1	22	14	32	4	-24	0	0	13	4	5	3
C#Cc1ccc([C@@H]2C=C(C(=O)OCC=C)O[C@H](OCc3ccc(CO)cc3)C2)cc1	-25	3	-19	-4	-1	-3	11	20	2	-7	-11
Cc1ccc(C)c(OCC(=O)Nc2ccc(S(=O)(=O)Nc3ncccn3)cc2)c1	-31	-4	-2	3	18	-9	-1	-15	-20	6	0
O=C(c1ccc(S(=O)(=O)Cc2ccccc2Cl)c([N+](=O)[O-])c1)N1CCN(c2ccccn2)CC1	38	14	69*	-4	45	36	-21	9	30	1	-1
Cc1ccc(S(=O)(=O)Nc2ccc3c(c2)C(=O)N([C@H](C)CO)C[C@H](C)[C@@H](CN(C)Cc2ccc(-c4ccccc4)cc2)O3)cc1	4	·	35	1	-10	-5	6	19	·	-12	13
O=C(Cc1ccccc1)NNC1CC(=O)N(c2ccc(Cl)cc2)C1=O (stereo not drawn)	13	-3	-7	-1	-7	-6	12	0	-15	-7	-13
COCCN(C(=S)Nc1ccc(C)cc1)C(C)c1ccco1 (stereo not drawn)	-14	0	-2	0	10	-6	-4	-9	1	11	-4
Cn1c(CNC(=O)CNC(=O)c2ccc(F)cc2)cc(=O)n(C)c1=O	6	10	-14	-4	-4	-7	4	-13	-1	5	1

Results, previewed entries included:
SMILES	TROY NFkB inh	NR2F2 inh	TWEAK Fn14 block	SRC1 inh	CF NFkB inh	EBV LMP1 NFkB	KKLEB cytotox	NR5A2 inv ag	SRC2 inh	NCOA3 inh	TRAIL sens C8
COc1ccc(C2CC(=O)N(C)c3ccccc3S2)cc1OC (stereo not drawn)	-15	-59	-15	-66	-32	1	-15	-20	-68	-18	-1
CCc1ccc(N(CC(=O)NC(C)(C)C)C(=O)CNC(=O)c2cccs2)cc1	-13	3	20	1	16	-2	-9	-5	-12	24	-4
O=C(c1ccco1)N1CCN(S(=O)(=O)c2ccc(Oc3ccccc3)cc2)CC1	-1	9	0	-17	3	-7	6	12	9	-16	8
NC(=O)c1ncn([C@@H]2O[C@H](CNCc3cccc(OC4CCCC4)c3)[C@@H](O)[C@H]2O)n1	4	-14	16	-3	-9	-2	7	-6	10	-19	-5
CCOc1cc(/C=N/NC(=O)CN2CCCCC2)ccc1OCc1cccc(Cl)c1	22	14	32	4	-24	0	0	13	4	5	3
C#Cc1ccc([C@@H]2C=C(C(=O)OCC=C)O[C@H](OCc3ccc(CO)cc3)C2)cc1	-25	3	-19	-4	-1	-3	11	20	2	-7	-11
Cc1ccc(C)c(OCC(=O)Nc2ccc(S(=O)(=O)Nc3ncccn3)cc2)c1	-31	-4	-2	3	18	-9	-1	-15	-20	6	0
O=C(c1ccc(S(=O)(=O)Cc2ccccc2Cl)c([N+](=O)[O-])c1)N1CCN(c2ccccn2)CC1	38	14	69*	-4	45	36	-21	9	30	1	-1
Cc1ccc(S(=O)(=O)Nc2ccc3c(c2)C(=O)N([C@H](C)CO)C[C@H](C)[C@@H](CN(C)Cc2ccc(-c4ccccc4)cc2)O3)cc1	4	·	35	1	-10	-5	6	19	·	-12	13
O=C(Cc1ccccc1)NNC1CC(=O)N(c2ccc(Cl)cc2)C1=O (stereo not drawn)	13	-3	-7	-1	-7	-6	12	0	-15	-7	-13
COCCN(C(=S)Nc1ccc(C)cc1)C(C)c1ccco1 (stereo not drawn)	-14	0	-2	0	10	-6	-4	-9	1	11	-4
Cn1c(CNC(=O)CNC(=O)c2ccc(F)cc2)cc(=O)n(C)c1=O	6	10	-14	-4	-4	-7	4	-13	-1	5	1
COc1cccc(C2CC(c3ccc(C)cc3)n3ncnc3N2)c1 (stereo not drawn)	-1	6	-6	-9	2	-4	-9	-18	-11	-1	7
CCC(=O)Nc1sc(C(=O)OC)c(C)c1C(=O)OC	-20	-3	-3	8	-26	10	5	14	-21	10	-9
CC(=O)c1cccc(NC(=O)N2CCCC2C(=O)Nc2ccc3c(c2)OCO3)c1 (stereo not drawn)	-9	4	4	-4	-6	4	11	10	1	6	-13
CCCC1C(c2ccc(OC)cc2)C(C#N)(C#N)C2(C#N)CC1(N)NC2=O (stereo not drawn)	-13	10	-10	4	-18	4	2	2	-22	-9	-6
CC(Oc1ccc2c(-c3ccccc3)cc(=O)oc2c1)C(=O)NC(Cc1c[nH]c2ccc(O)cc12)C(=O)O (stereo not drawn)	-5	-11	-1	-7	-2	17	6	9	11	-3	-12
O=S(=O)(c1ccc(F)cc1F)N1CCCN(c2ccc(C(F)(F)F)cn2)CC1	4	9	-8	4	-2	-1	-11	-12	17	-16	14
Cc1cc(C)c2c(CCl)cc(=O)oc2c1	5	-6	-3	15	48	·	-4	-1	15	10	15
Cc1ccc(C)c(NC(=S)Nc2ccc(S(=O)(=O)Nc3ncccn3)cc2)c1	6	10	8	-20	-1	2	1	-2	-3	4	-7

2 compounds drawn at random from those above, as already listed:
SMILES	TROY NFkB inh	NR2F2 inh	TWEAK Fn14 block	SRC1 inh	CF NFkB inh	EBV LMP1 NFkB	KKLEB cytotox	NR5A2 inv ag	SRC2 inh	NCOA3 inh	TRAIL sens C8
COc1cccc(C2CC(c3ccc(C)cc3)n3ncnc3N2)c1 (stereo not drawn)	-1	6	-6	-9	2	-4	-9	-18	-11	-1	7
COc1ccc(C2CC(=O)N(C)c3ccccc3S2)cc1OC (stereo not drawn)	-15	-59	-15	-66	-32	1	-15	-20	-68	-18	-1

Further records follow.
SMILES	TROY NFkB inh	NR2F2 inh	TWEAK Fn14 block	SRC1 inh	CF NFkB inh	EBV LMP1 NFkB	KKLEB cytotox	NR5A2 inv ag	SRC2 inh	NCOA3 inh	TRAIL sens C8
CC(=O)Nc1ccc(SCC(=O)Nc2ccccc2-c2ccccc2)cc1	13	3	13	-10	-12	-1	3	15	4	-1	9
COC(=O)c1[nH]c2ccc(Br)cc2c1NC(=O)CN1CCN(C2CCCCC2)CC1	0	-4	-12	0	-7	-5	-11	-13	-17	3	10
COc1ccc(NC(=O)c2ccc(Cn3cc(Cl)cn3)cc2)cc1	-2	15	-5	2	8	1	3	-19	-9	-11	-4
CCCC12CN(C(=O)c3ccc([N+](=O)[O-])cc3)CC(C)(CN(C(=O)c3ccc([N+](=O)[O-])cc3)C1)C2=O	-13	12	-2	-16	7	·	14	3	8	8	10
CC(C)(C)n1nnnc1C(c1ccc(C(F)(F)F)cc1)N(Cc1ccc(F)cc1)Cc1ccco1 (stereo not drawn)	4	1	22	0	1	1	-3	15	24	21	18
O=C(Nc1cccc(C(=O)O)c1)/C(=C\c1ccccc1Cl)NC(=O)c1ccco1	-29	4	-6	-12	21	3	-2	-20	-16	-8	5
Cn1c(/C=N/c2nc3ccccc3[nH]2)nc2ccccc21	-52	-21	-3	-44	10	-8	-24	-47	-28	-43	12
Cc1ccc(C(=O)N/C(=C/c2ccco2)C(=O)N2CCCCC2)cc1	-6	-7	12	2	-1	-6	-1	-4	-7	-1	-14
COc1ccc(CN2CCn3ncc(C(=O)Nc4ccc(Cl)cc4Cl)c3C2=O)cc1	-20	-7	5	7	-15	-37	6	-5	-2	22	7
CC(C)(C)N1CC(c2nc3ccccc3n2CCOc2ccccc2)CC1=O (stereo not drawn)	-18	2	-10	-7	-4	4	1	5	-20	6	-4
COc1cccc(C(=O)Oc2cccc(N3C(=O)C4C5CC(C(Br)C5Br)C4C3=O)c2)c1 (stereo not drawn)	22	-4	5	-11	4	8	1	9	-13	7	12
COc1cc(CC(=O)Nc2nc(-c3ccc(F)c(F)c3)cs2)cc(OC)c1OC	40	64*	60*	14	-34	30	8	33	30	-12	23
COc1ccc2c(c1)-c1nc(/N=C/c3cccc(OC)c3O)sc1CC2	8	-1	16	-23	-4	8	18	-22	-10	11	-9
O=C(NCCCn1ccnc1)c1cccc(S(=O)(=O)Nc2ccc(Br)cc2)c1	14	-2	7	-1	-13	2	-6	-9	9	11	-8
CC(=O)NC(CC(=O)NCc1ccncc1)c1ccccc1 (stereo not drawn)	-10	-8	0	9	16	0	-14	6	27	4	-5
COCC(C)NC(=O)c1cc(-c2ccc(OC)c(OC)c2)on1 (stereo not drawn)	-24	·	8	1	6	-3	-1	1	·	-1	0
O=S(=O)(Nc1nccs1)c1ccc(F)cc1	17	-7	-5	11	6	-7	6	7	-17	6	-2
Fc1ccc(CSc2nc3ncccc3[nH]2)cc1	-41	-31	-12	-88	-2	-9	-2	-53	-21	2	12
COCCN1C(=O)C(=O)/C(=C(/O)c2cccc(OC)c2)C1c1ccncc1 (stereo not drawn)	3	-4	13	8	5	-5	9	-2	-11	5	5
Cc1cc(C(=O)O)ccc1-c1ccc(/C=C2\NC(=O)N(Cc3ccccc3Cl)C2=O)o1	4	·	1	-19	14	-9	8	-10	·	7	5
CCc1nn(C)c2c(=O)c(=O)c2n(C)[nH]1	5	-1	9	4	21	2	0	0	5	16	-6
O=C(Nc1nncs1)c1cccc(S(=O)(=O)N2CCc3ccccc32)c1	12	6	6	-2	-2	-3	3	15	-4	18	-2
COC(=O)[C@]1(Sc2ccc(C)cc2)CC(=O)N[C@@H]1c1ccccc1	-5	-10	-28	·	·	·	·	11	-3	·	-6
O=C1CCCc2nc(N3CCN(C(c4ccccc4)c4ccccc4)CC3)ncc21	25	4	49	6	29	-2	0	-35	1	8	2
Cc1n[nH]c(C)c1S(=O)(=O)N1CCCC(C(=O)N2CCN(c3ccc(Cl)cc3)CC2)C1 (stereo not drawn)	28	21	18	-13	-9	11	4	15	7	17	10
CCC(Sc1ncnc2c1nnn2-c1ccc(F)cc1)C(=O)OC (stereo not drawn)	0	2	29	-5	31	2	-5	-10	-10	-10	28
CCOc1ccccc1OCCCC(=O)Nc1cccc(-n2cnnn2)c1C	-14	-11	14	-14	-5	0	0	-11	-5	7	5
c1ccc(COc2ccccc2CNC2CCCC2)cc1	9	-11	-3	1	-9	0	9	6	-3	26	-5
CC(=O)CSc1ncnc2sc3c(c12)CCCC3	41	11	3	5	23	-6	-10	-4	3	2	-6
CCc1ccc(OCCCC(=O)Nc2ccc(N3CCCCC3)cc2)cc1	-14	-13	-23	-5	9	4	9	10	-5	25	-10
Cc1ccc(-c2cc(C(=O)Nc3ccc(S(=O)(=O)Nc4nc(C)cc(C)n4)cc3)c3ccccc3n2)cc1	3	4	7	2	-10	-8	-1	-3	9	7	-1
